Screening data (PubChem)
rTrxR1 inhibitor: qHTS Assay for Inhibitors of Mammalian Selenoprotein Thioredoxin Reductase 1 (TrxR1): qHTS; recombinant rTrxR1, NADPH fluorescence consumption, selenite substrate; Potency, µM (doses to about 114 µM), for the others: top-dose activity change, negative = inhibition, usual class: inhibitors; actives 1% (n = 390,000); AID 588453, 2011; further: potency means the concentration at half of the fitted maximal effect; on the % scale 0 is the no-effect control and ±100 the full control effect; nearly all actives have a fitted effect of over 65% in size
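Rat TrxR1 (90 nM in the dispensed reagent) was pre-reduced with 400 uM NADPH for 5 min at room temperature, then incubated with compound for 15 min. After 400 uM selenite was added, NADPH fluorescence (Ex 340/Em 450 nm) was followed for 8 min.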
PGK inhibitor: qHTS Assay to Find Inhibitors of Phosphoglycerate Kinase. Phosphoglycerate kinase, glycosomal (Trypanosoma brucei brucei), P07378. PGK/GAPDH coupled, Kinase-Glo luminescence, 60 min. Potency, µM (top dose mostly 57.5 µM), inactives show at the top dose activity change, negative = inhibition, actives largely listed as inhibitors. actives 0.043% (n = 380,000). AID 602233, 2012; further: potency means the concentration at half of the fitted maximal effect; on the % scale 0 is the no-effect control and ±100 the full control effect; nearly all actives have a fitted effect of over 60% in size
Target sequence (P07378 whole entry, looked up): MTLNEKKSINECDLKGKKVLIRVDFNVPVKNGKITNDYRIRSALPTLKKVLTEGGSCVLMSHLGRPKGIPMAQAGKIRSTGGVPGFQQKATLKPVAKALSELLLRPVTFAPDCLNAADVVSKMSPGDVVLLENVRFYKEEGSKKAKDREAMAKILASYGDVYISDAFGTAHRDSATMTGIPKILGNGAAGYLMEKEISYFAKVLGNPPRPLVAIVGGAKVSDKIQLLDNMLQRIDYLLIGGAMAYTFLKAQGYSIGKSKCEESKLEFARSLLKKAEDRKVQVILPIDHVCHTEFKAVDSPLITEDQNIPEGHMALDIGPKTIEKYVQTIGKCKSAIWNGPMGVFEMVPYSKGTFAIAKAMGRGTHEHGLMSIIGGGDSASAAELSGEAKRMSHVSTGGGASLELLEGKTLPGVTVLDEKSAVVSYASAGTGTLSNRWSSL
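Recombinant glycosomal PGK reaction used 1,3-bisphosphoglycerate generated in-well by GAPDH (100nM final) in 100mM TEA pH 7.6, 5mM MgCl2, 0.01% Tween-20. After 60 minutes at room temperature, ATP was read by Kinase-Glo Plus luminescence end-point.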
TrxR1 substrate: qHTS Assay for Substrates of Mammalian Selenoprotein Thioredoxin Reductase 1 (TrxR1): qHTS. purified TrxR1 substrate turnover, NADPH consumption readout. Potency, µM (highest dose often 114 µM), without a hit: at the top dose activity change, negative = substrate turnover. actives 0.01% (n = 390,000). AID 588456, 2011; further: potency means the concentration at half of the fitted maximal effect; on the % scale 0 is the no-effect control and ±100 the full control effect; nearly all actives have a fitted effect of over 50% in size
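Rat TrxR1, dispensed at 90 nM, was prereduced with 400 uM NADPH (final) for 5 min at ~22 deg C, then incubated with compound 15 min before 400 uM selenite. A first-read NADPH fluorescence drop versus no-compound background flagged substrates.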
Pin1 inh: qHTS Assay to Find Inhibitors of Pin1 | Potency, µM (series often up to 115 µM), for the others: at the top dose activity, negative = inhibition, actives largely listed as inhibitors | Peptidyl-prolyl cis-trans isomerase NIMA-interacting 1 (Homo sapiens), Q13526 | actives 0.009% (n = 390,000) | Pin1 FP peptide displacement, HiFluor488, 10 min; active means well fitted inhibition curve with a large enough effect in the polarisation, with a control signal flat, not every such curve was filed as active; inconclusive means small, poorly fitted or top-dose-only effect, or effect the other way, or a change in a side signal; inactive means no such curve, though single readings can be large or run the other way; the % refers to the polarisation; further: potency means the concentration at half of the fitted maximal effect; on the % scale 0 is the no-effect control and ±100 the full control effect
GLS inh: qHTS for Inhibitors of Glutaminase (GLS); Glutaminase kidney isoform, mitochondrial (Homo sapiens), O94925; GLS enzymatic activity, qHTS titration; Potency, µM (highest dose often 45.5 µM), for the others: at the top dose activity change, negative = inhibition, actives largely listed as inhibitors; actives 0.21% (n = 410,000); further: potency means the concentration at half of the fitted maximal effect; on the % scale 0 is the no-effect control and ±100 the full control effect
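Enzyme dispensed in phosphate buffer (45 mM, pH 8.2, 0.02% Tween-20), compounds pinned in, then 1 mM L-glutamine solution and the glutamate oxidase–HRP–Amplex Red mix added; fluorescence read immediately and again after 30 min at room temperature.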
IDH1 R132H inh: qHTS for Inhibitors of mutant isocitrate dehydrogenase 1 (IDH1): qHTS. Isocitrate dehydrogenase [NADP] cytoplasmic (Homo sapiens), O75874. IDH1-R132H enzyme, NADPH consumption, diaphorase/resazurin fluorescence. Potency, µM (highest dose often 76.6 µM), for the others: top-dose activity change, negative = inhibition, hits mostly inhibitors. actives 0.093% (n = 390,000). AID 602179, 2012; further: potency means the concentration at half of the fitted maximal effect; on the % scale 0 is the no-effect control and ±100 the full control effect; nearly all actives have a fitted effect of over 65% in size
Target sequence (O75874 whole entry R132H, stated change not applied): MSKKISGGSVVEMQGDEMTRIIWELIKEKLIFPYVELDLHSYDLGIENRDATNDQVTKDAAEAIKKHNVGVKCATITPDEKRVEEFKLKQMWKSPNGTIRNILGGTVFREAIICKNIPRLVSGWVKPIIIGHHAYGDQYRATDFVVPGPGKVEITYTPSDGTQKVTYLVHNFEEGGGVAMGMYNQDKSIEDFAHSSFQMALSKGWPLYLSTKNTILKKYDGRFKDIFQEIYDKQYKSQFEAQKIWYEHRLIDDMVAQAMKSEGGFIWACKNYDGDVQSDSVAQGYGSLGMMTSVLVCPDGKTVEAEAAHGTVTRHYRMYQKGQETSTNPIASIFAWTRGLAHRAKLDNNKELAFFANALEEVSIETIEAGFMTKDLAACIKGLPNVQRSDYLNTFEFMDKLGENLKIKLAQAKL
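IDH1-R132H (0.5 ug/mL dispensed) in pH 7.5 Tris buffer was preincubated 30 min with compound, then given a substrate mix of 0.016 mM NADPH and 2 mM alpha-KG for 80 min at room temperature; remaining NADPH was read by diaphorase/resazurin fluorescence.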
USP1-UAF1 inh: Inhibitors of USP1/UAF1: Primary Screen; recombinant USP1/UAF1, Ub-Rhodamine cleavage fluorescence; actives 0.23% (n = 390,000); Potency, µM (series often up to 57.1 µM), for inactives: at the highest dose activity change, negative = inhibition, actives largely listed as inhibitors; Ubiquitin carboxyl-terminal hydrolase 1 (Homo sapiens), O94782; further: potency means the concentration at half of the fitted maximal effect; on the % scale 0 is the no-effect control and ±100 the full control effect; nearly all actives have a fitted effect of over 60% in size; inactives centre near -12
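In this screen, compounds sit with the deubiquitinase complex (1nM) for 15 min at room temperature before Ub-Rho is added at 150nM final. Fluorescence rise is then followed for 6 reads every 60 seconds.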
HP1b binding inh: HTS for Inhibitors of HP1-beta Chromodomain Interactions with Methylated Histone Tails; AlphaScreen HP1-beta / biotin-H3K9me3 peptide binding; Potency, µM (highest dose often 114 µM), inactives show top-dose activity change, negative = inhibition, most hits filed as inhibitors; Chromobox protein homolog 1 (Homo sapiens), P83916; AID 540317, 2011; actives 0.56% (n = 390,000); further: potency means the concentration at half of the fitted maximal effect; nearly all actives have a fitted effect of over 70% in size; inactives centre near 23
Target sequence (P83916 whole entry, looked up): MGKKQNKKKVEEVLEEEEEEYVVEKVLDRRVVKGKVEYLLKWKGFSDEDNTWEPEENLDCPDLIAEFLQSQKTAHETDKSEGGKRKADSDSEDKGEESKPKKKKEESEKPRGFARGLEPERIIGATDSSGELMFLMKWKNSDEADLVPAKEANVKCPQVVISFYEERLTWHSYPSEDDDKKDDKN
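HP1-beta protein (50 nM final) preincubated 30 min at room temperature with biotinylated H3(1-18)K9me3 peptide (50 nM) in PBS pH 7.4, 0.01% Tween-20, then compound added for 30 min. AlphaScreen streptavidin donor/nickel chelate acceptor beads (10 ug/mL final), 30 min dark, luminescence read.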
PI4K2A inh: qHTS for small molecular inhibitors of PI4K2A; Phosphatidylinositol 4-kinase type 2-alpha (Homo sapiens), Q9BTU6; purified PI4K2A, ADP-Glo luminescence, 1 h; hits give low values; activity change, negative = inhibition, % at 76.9 µM; actives 0.13% (n = 420,000); AID 1346378, 2018; in the data active means activity change below about -50%; inconclusive means mostly about -30% to -49%;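 further: -100% = wells without enzyme as full effect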
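In this quantitative HTS, ADP production by PI4K2A was quantified luminescently after 1 h at ambient temperature; 100 microM adenosine served as plate-quality control.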
The depositor's hits bear a star; i = inactive; u = inconclusive; x = no result given; & = joins results of further samples; [ ] = another dose, or the depositor's remark. Unless noted, the call rests on the fitted dose curve; in most records, active means well fitted curve in the direction sought with a large enough effect; inconclusive means small, poorly fitted or top-dose-only effect, or another doubt; inactive means no such curve, though single readings can be large; an effect the other way counts as inactive or inconclusive. Only part of the results is shown (hit frequency here may not be typical).

SMILES | rTrxR1 inhibitor | PGK inhibitor | TrxR1 substrate | Pin1 inh | GLS inh | IDH1 R132H inh | USP1-UAF1 inh | HP1b binding inh | PI4K2A inh
CC(C)(C)c1ccccc1NC(=O)C1=COCCO1 | -2.0%[57.1 µM] | -5.8% | -1.1%[57.1 µM] | -2.7% | -1.3% | -1.9% | -16.0% | -17.5% | -0.4
CCc1nonc1NC(=O)c1oc2ccc(Cl)cc2c1C | 16.1%&-22.5% | -6.8% | 0.2%&-9.6% | 0.8%&9.2% | -4.3%&-0.3% | -7.1% | -19.7%&-18.4% | 9.2%[57 µM] | 2.5&-2.2
COc1ccc(/C=N/NC(=O)C(=O)N2CCCCCC2)cc1O | 12.9%[57.1 µM] | -2.7% | 7.2%[57.1 µM] | 1.3% | u | 7.3% | -21.3% | 20.8% | -4.1
COC(=O)[C@H](Cc1ccccc1)NC(=O)NCCc1ccccc1F | -3.3% | -5.9% | -1.3% | -5.0% | -5.0% | -3.1% | -19.1% | 22.7% | 11.1
CC(=O)c1cc(C(=O)NC2CCCc3c2cnn3-c2cc(C)cc(C)c2)[nH]n1 (configuration not stated) | -19.5% | 6.3% | -9.1% | 11.9% | 10.7% | -0.5% | -2.6% | 20.1% | -0.9
CSCCC(=O)N1CCC(n2nccc2NC(=O)c2ccc3c(c2)OCO3)CC1 | -7.2% | i | -1.8% | 2.8% | 0.8% | 7.3% | -3.8% | 28.2% | -1.7
O=C(C1CCN(Cc2cn[nH]c2-c2ccc(F)cc2F)CC1)N1CCOCC1 | 5.7%[57.1 µM] | -0.5% | -8.0%[57.1 µM] | -8.5% | -11.9% | 2.2% | -15.3% | 27.7% | -0.1
CCCCC(=O)NC(=S)Nc1cccc(NC(=O)c2ccccc2)c1 | -50.9% | -2.7% | 4.8%[57.1 µM] | 3.3% | 0.0% | 3.3% | -10.5% | 28.8% | -1.3
O=C(Cc1cccs1)Nc1nnc(SCc2ccc(Br)cc2)s1 | -11.6%[57.1 µM] | -6.0% | 5.1%[57.1 µM] | 10.0% | 1.9% | 2.7% | -1.7% | 8.6% | -1.6
COC(=O)/C=C1\S/C(=N/NC(=O)c2ccc(OC)cc2)NC1=O | 10.2%[11.4 µM] | -5.3% | 3.9%[11.4 µM] | -0.3% | -0.4% | 3.0% | -5.4% | -16.9% | 1.3
COC(=O)CNC(=O)C1CCC(CNS(=O)(=O)c2cccc3nsnc23)CC1 (configuration not stated) | 16.4% | 3.9% | -1.8% | -2.9% | -4.0% | -5.1% | -21.8% | 25.9% | 6.6
COc1ccc(C2C(C#N)=C(C)NC(C)=C2C#N)c(OC)c1 | 16.3%[57.1 µM] | 5.7% | 8.7%[57.1 µM] | -3.6% | -25.5% | 3.7% | -5.2% | 28.3% | 3.3
Cc1ccc(CNc2ncnc3cc(Cl)ccc23)o1 | -2.6%[57.1 µM] | 0.1% | 8.3%[57.1 µM] | 0.2% | 2.2% | 0.0% | -10.0% | 4.5% | 1.1
CCOc1ccc2[nH]cc(C(=O)N3CCN(CC)CC3)c(=O)c2c1 | 3.2%[57.1 µM] | -2.9% | 29.1%[57.1 µM] | -2.7% | -1.4% | 4.8% | -7.4% | 5.0% | 0.2
Cc1nn(C(=O)c2cccc([N+](=O)[O-])c2C)c(C)c1S(=O)(=O)N1CCOCC1 | -9.2%[57.1 µM] | 3.2% | 0.5%[57.1 µM] | 1.0% | 13.3% | 0.2% | -23.4% | 27.5%[57 µM] | 3.5
OCCC1CN(CCCc2ccccc2)CCN1CCc1ccccc1 (configuration not stated) | 7.3% | -3.1% | 4.0% | 8.4% | -1.8% | -1.4% | -15.7% | 44.7%[activator] | 14.0
Cc1cccc(NC(=O)c2cc(S(=O)(=O)N3CCOCC3)cn2C)c1C | 7.2%[57.1 µM] | -3.1% | -0.3%[57.1 µM] | 7.5% | -2.2% | 0.2% | -25.3% | 35.6% | -2.5
CC(C)N(C(=O)[C@H]1C[C@H](CC(=O)NCCC2=CCCCC2)C(=O)N2CCc3c([nH]c4cc(CCC(=O)N(C)C)ccc34)[C@]12C)C(C)C | -18.9% | i | -15.7% | -1.8% | -6.9% | 0.2% | -24.0% | 34.4% | -3.6
OCCN1CCN(CC(O)COc2ccc(C34CC5CC(CC(C5)C3)C4)cc2)CC1 (configuration not stated) | 4.9%[57.1 µM] | -8.5% | -8.4%[57.1 µM] | 1.8% | -1.5% | 2.2% | -6.0% | -7.0% | -6.0
Cc1cc2nc(SCC(=O)N(C)C)c3c(c2cc1C)CCCC3 | 1.7% | x | 4.6% | -2.8% | 4.6% | -5.8% | -11.2% | 3.0% | 1.5
CC(NC(=O)c1ccccc1)C(=O)OCC(=O)N1c2ccccc2Sc2ccccc21 (configuration not stated) | -7.6% | i | -14.8% | 2.1% | 2.0% | -6.3% | -7.8% | 5.6% | 3.0
CC(C)Oc1ccc(CNC(=O)CCC(=O)N2CC(C)Sc3ccccc32)cc1 (configuration not stated) | -2.6%[57.1 µM] | -2.4% | -2.1%[57.1 µM] | 4.7% | 2.0% | -0.6% | -6.2% | 13.0% | 0.5
CSc1n[nH]c(N)c1S(=O)(=O)c1ccc(Cl)cc1 | -1.3% | -8.7% | -6.3% | 0.6% | 8.7% | 1.7% | -23.1% | 32.6% | -3.0
CCn1c2ccccc2c2nnc(N3CCN(c4cccc(Cl)c4)CC3)nc21 | 18.8% | -0.3% | 23.5% | -0.5% | -7.5% | -15.6% | 16.4% | -15.2% | 8.6
COc1ccccc1Oc1ncnc2c1oc1ccccc12 | 10.6% | i | -4.1% | -11.4% | 0.7% | 0.0% | -4.8% | -7.8% | 3.2
Cc1n[nH]c(=S)n1/N=C/c1ccc(Br)o1 | -28.0% | -4.1% | -6.4% | -5.8% | 10.9% | -0.9% | -5.6% | 14.9% | 5.0
CC(C)(C)c1ccc(C(=O)NCC(c2ccco2)S(=O)(=O)c2ccccc2)cc1 (configuration not stated) | 10.3%[57.1 µM] | 2.7% | 1.3%[57.1 µM] | u | -1.6% | -4.8% | -15.1% | 20.9%[57 µM] | -0.6
COC(=O)Cc1csc(Nc2ccccc2Cl)n1 | -2.9% | 1.2% | -8.1% | -3.1% | 8.2% | 7.0% | -12.7% | 17.8% | 6.1
CCN(C(=O)C1CCN(S(=O)(=O)c2ccc3c(c2)CCCN3C(C)=O)CC1)c1cccc(C)c1 | 15.1%[57.1 µM] | -2.5% | 1.5%[57.1 µM] | -0.1% | 2.6% | -2.8% | -11.9% | 29.8%[57 µM] | -1.2
COc1cc(C2N(c3ccccn3)C(=O)C3CCCN32)cc(OC)c1OC (configuration not stated) | 18.2% | 1.6% | 5.4% | 1.9% | 6.4% | 4.1% | -19.0% | 58.7%[activator] | -0.1
S=c1[nH]c2ccccc2c2ccccc12 | 3.3% | 9.3% | -1.3%[57.1 µM] | -2.4% | -14.3% | 0.2% | -19.1% | -16.4% | 0.8
COCCSc1nnc(NC(=O)CCS(=O)(=O)c2ccccc2)s1 | -25.2% | 1.5% | -1.9% | 3.5% | 12.0% | 9.5% | -16.5% | 24.2% | -11.8
Cc1ccc(CNC(=O)C(=O)NCC(c2ccco2)S(=O)(=O)c2cccs2)cc1 (configuration not stated) | 11.6%[57.1 µM] | -9.6% | 4.2%[57.1 µM] | 0.8% | -0.6% | 14.1% | u | 26.8% | 0.8
Nc1ccc2oc(-c3cccs3)nc2c1 | -2.1% | -5.0% | 1.5% | -9.2% | 17.8% | 6.2% | -15.1% | 38.4% | -1.4
CCCNC(=O)C(=O)c1cccn1-c1ccsc1C(=O)OC | 1.5%[57.1 µM] | 12.9% | -2.2%[57.1 µM] | -16.2% | 5.2% | -8.6% | -7.2% | 12.7% | 10.4
O=C(Cc1ccc(Cl)cc1Cl)OCC(=O)N1CCN(C(=O)c2ccco2)CC1 | 5.8%[57.1 µM] | -0.1% | 1.7%[57.1 µM] | 0.9% | 12.3% | -1.9% | -1.5% | 0.1% | -0.1
COC(=O)c1ccccc1NC(=O)CC(NCc1ccccc1)C(=O)O (configuration not stated) | 11.2%[57.1 µM] | -21.6% | 16.7%[57.1 µM] | -9.5% | -4.4% | 4.0% | -12.8% | 20.9% | 4.2
